# NRP1-CendR mod: modulators of CendR peptide binding to NRP-1, primary screen, biochemical, fluorescence polarization, uHTS; inhibition, % at 25 µM; FAM-RPARPAR peptide binding to NRP-1; Neuropilin-1 (Homo sapiens), O14786; 360,000 compounds, 0.85% hits;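 active means inhibition or corrected inhibition above about 18%, plus a signal ratio from 0.5 to 1.5, limit read from the data, passing the limit was not always enough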; further: strong numbers were not always called active
# DNMT1 inh: human DNMT1 methyltransferase inhibitors, primary screen, biochemical, molecular beacon, fluorescence, HinP1I cleavage, uHTS. inhibition (reported as % activation of signal), % at 10 µM. DNA (cytosine-5)-methyltransferase 1 (Homo sapiens), P26358. AID 588458, 2011. 360,000 compounds, 0.83% hits; in the data active means inhibition above about 50%
# LMPTP block: LMPTP phosphatase inhibitors, primary screen, biochemical, fluorescence intensity, uHTS | Low molecular weight phosphotyrosine protein phosphatase (Homo sapiens), P24666 | recombinant LMPTP-A, OMFP fluorogenic substrate | inhibition, % at 20 µM | 360,000 compounds, 0.22% hits;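 active means compounds that cut the enzyme signal by at least half of the control window in the single-dose screen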;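 further: plate controls were DMSO wells with enzyme plus substrate for no effect and substrate without enzyme for full effect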
# Target sequence (P24666 whole entry, looked up): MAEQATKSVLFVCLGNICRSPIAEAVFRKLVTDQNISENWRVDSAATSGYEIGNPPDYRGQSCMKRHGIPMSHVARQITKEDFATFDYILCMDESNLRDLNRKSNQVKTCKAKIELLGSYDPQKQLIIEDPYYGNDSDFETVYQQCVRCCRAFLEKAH
#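 test system = LMPTP-A | amount = 0.625 nM LMPTP-A final | reagent = fluorogenic phosphatase substrate OMFP at 400 µM final | incubation = 50 min at room temperature | benchmarks = no-enzyme low control, uninhibited high control | medium = Bis-Tris pH 6.0, DTT, detergent | signal = fluorescence intensity of OMFP turnover product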
# Rpn11 inh: Rpn11 (PSMD14) deubiquitinase inhibitors, primary screen, biochemical, fluorescence polarization, uHTS; 26S proteasome non-ATPase regulatory subunit 14 (Homo sapiens), O00487; human 26S proteasome, Ub4-pepOG fluorescence polarization; 20S core pre-blocked with epoxomicin; calls only at 20 µM; 360,000 compounds, 0.59% hits; AID 588493, 2011;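 active means inhibition at 20 µM, scaled to each plate's controls, above about 33%, limit read from the data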
# Scp-1 inhibitor: Scp-1 phosphatase inhibitors, primary screen, biochemical, colorimetric, uHTS | Recombinant Scp1, phosphopeptide, malachite green phosphate absorbance | inhibition, % at 20 µM | 340,000 compounds, 0.88% hits | AID 493091, 2011;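 active means inhibition above about 50% at 20 µM, limit read from the data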;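 further: plate controls were DMSO wells with enzyme for no effect and wells lacking enzyme for full effect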
# Target sequence (Q9GZU7 76-261 limits assumed): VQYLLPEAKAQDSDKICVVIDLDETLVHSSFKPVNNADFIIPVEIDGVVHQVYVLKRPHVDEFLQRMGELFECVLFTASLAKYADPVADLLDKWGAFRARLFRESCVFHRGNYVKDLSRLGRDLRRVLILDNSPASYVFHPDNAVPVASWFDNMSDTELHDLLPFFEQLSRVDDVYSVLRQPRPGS
#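 assay system = SCP-1 phosphatase catalytic domain, residues 76-261 | buffer or medium = 50 mM Tris acetate pH 5.5, 0.005% Tween-20, 10 mM MgCl2 | incubation = enzyme reaction 45 min at room temperature, colour 5 min, stabilisation 30 min | signal = Phosphate-binding colour reagent, absorbance read at 630 nm | measure = % inhibition at 20 µM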
# SUMO1 PPI mod: modulators of SUMO1 protein-protein interactions, primary screen, biochemical, uHTS; SUMO1 binding to a labelled peptide, TR-FRET, 1 h; AID 602429, 2012; inhibition, % at 20 µM; 360,000 compounds, 0.33% hits; in the data active means inhibition above about 37%
# Target sequence (P63165 whole entry, looked up): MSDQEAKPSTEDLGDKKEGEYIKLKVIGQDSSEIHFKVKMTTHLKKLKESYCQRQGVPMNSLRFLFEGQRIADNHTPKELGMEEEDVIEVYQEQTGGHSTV
# MT1-MMP act inh: blockers of MT1-MMP proenzyme processing, primary screen, HT1080 RFP-PRO-GFP cells, GFP/RFP fluorescence | Matrix metalloproteinase-14 (Homo sapiens), P50281 | GFP/RFP ratio fluorescence, overnight; percent of plate control window, DMSO zero | GFP/RFP ratio change, % at 20 µM | 360,000 compounds, 0.061% hits | AID 651647, 2012;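 active means GFP/RFP ratio change of at least 30% with cell ATP level not reduced by more than half and red fluorescence within 50% of control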; further: strong numbers were not always called active
#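 Assay system: HT1080 RFP-PRO-GFP cells | Dosing: 20 µM single dose, 1% DMSO | Incubation: Cells overnight before dosing, compound overnight, 37 °C, 5% CO2 | Evaluation: GFP/RFP fluorescence ratio | Control set: DMSO-only wells and HT1080 RFP-L50D-GFP cell wells as references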
# SKN-1 block: suppressors of acrylamide-induced Pgst-4::GFP reporter in worms, primary screen, SKN-1 inhibitor project, whole organism, uHTS, GFP/RFP fluorescence ratio, strain VP596; inhibition, % at 21.8 µM; C. elegans VP596 Pgst-4::GFP/RFP ratio, 24 h; 360,000 compounds, 0.49% hits;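 active means interference check ratio from 0.5 to 1.5 plus GFP to RFP signal ratio inhibition reaching or exceeding a fixed threshold, cut at about 30% in these data, passing the limit was not always enough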; further: some compounds called inactive have numbers as strong as hits
# STEP block: STEP phosphatase inhibitors, primary screen, biochemical, fluorescence intensity, uHTS | Tyrosine-protein phosphatase non-receptor type 5 (Homo sapiens), P54829 | recombinant STEP, OMFP fluorogenic substrate | inhibition, % at 20 µM | 360,000 compounds, 0.25% hits | AID 588621, 2011;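 active means inhibition at 20 µM, scaled per plate between control wells, above about 37%, limit read from the data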;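 further: 0% = DMSO with enzyme and substrate and 100% = substrate only without enzyme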
# Target sequence (P54829 whole entry, looked up): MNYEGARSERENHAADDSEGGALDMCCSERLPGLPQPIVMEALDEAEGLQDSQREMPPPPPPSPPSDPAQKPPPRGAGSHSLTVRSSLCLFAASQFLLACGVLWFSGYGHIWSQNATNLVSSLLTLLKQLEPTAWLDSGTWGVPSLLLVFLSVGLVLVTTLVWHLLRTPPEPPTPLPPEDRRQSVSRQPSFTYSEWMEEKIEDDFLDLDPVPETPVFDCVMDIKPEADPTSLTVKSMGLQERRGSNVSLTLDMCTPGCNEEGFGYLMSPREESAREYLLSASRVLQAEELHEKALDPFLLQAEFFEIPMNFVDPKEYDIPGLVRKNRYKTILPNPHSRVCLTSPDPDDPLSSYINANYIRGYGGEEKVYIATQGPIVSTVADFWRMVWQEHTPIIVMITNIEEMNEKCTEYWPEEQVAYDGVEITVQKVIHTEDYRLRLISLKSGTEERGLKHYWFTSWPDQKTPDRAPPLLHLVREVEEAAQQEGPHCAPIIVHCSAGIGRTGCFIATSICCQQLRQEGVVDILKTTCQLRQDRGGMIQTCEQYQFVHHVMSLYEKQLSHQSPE
#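 Also added – OMFP at 25 µM · Test system – STEP tyrosine phosphatase · Technique – FITC-channel fluorescence of OMFP product · Schedule – 20 min at room temperature, dark · Evaluation – control-normalized % inhibition with plate pattern correction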
# NadD block: inhibitors of S. aureus NadD, primary screen, biochemical, colorimetric, uHTS | purified NadD enzyme, colorimetric absorbance read-out | Nicotinate-nucleotide adenylyltransferase NadD (Staphylococcus aureus N315) | 360,000 compounds, 0.78% hits | inhibition, % at 20 µM; in the data active means inhibition above about 26%; further: some compounds past the cut are filed as inactive
# Starred values were filed as active, the others as inactive; i = inactive; . = not tested or not shown; + = active, no number.
No.	canonical_smiles	NRP1-CendR mod	MT1-MMP act inh	STEP block	SUMO1 PPI mod	LMPTP block	SKN-1 block	Scp-1 inhibitor	NadD block	DNMT1 inh	Rpn11 inh
1	O=C(NCc1n[nH]c(=S)n1-c1ccc(Br)cc1)c1ccc(S(=O)(=O)N2CCCC2)cc1	5	2	-1	1	-1.5	4	-4	0	1	i
2	COc1ccc(C2C(C(=O)Nc3cc(OC)c(OC)c(OC)c3)c3ccccc3C(=O)N2C)cc1OC (configuration not stated)	-6	1	2	0	-1.7	6	4	-4	4	i
3	Cc1ccc(-c2nnc(SCC(=O)Nc3ccccc3N3CCOCC3)o2)cc1	-5	4	2	3	-1.6	26	49	2	-2	i
4	O=C(O)c1ccc(/C=N/n2cc(-c3ccccc3)[nH]c2=S)cc1	-6	-2	2	-14	-0.7	-5	-3	-1	3	i
5	O=C(CC(Sc1ccc(Br)cc1)C(=O)O)c1ccc(F)cc1 (configuration not stated)	7	-3	6	5	-1.9	-15	-1	-4	4	i
6	COc1ccc(Cl)cc1C(=O)Nc1cccc(-c2ccc3nncn3n2)c1	-32	3	61*	47*	40	-2	42	-5	17	+
7	CSc1nnc(-c2ccncc2)n1CCCN1CCCC1=O	2	-1	-6	1	-1.1	-9	35	11	0	i
8	COc1cccc(C2=NOC(C(=O)Nc3ccc(OC)c(OC)c3)C2)c1 (configuration not stated)	4	3	2	0	0.9	2	-8	-4	-3	i
9	Cc1sc2nc(C(C)Nc3ccccc3N3CCOCC3)[nH]c(=O)c2c1C (configuration not stated)	-16	-9	-2	-2	-1.4	13	-17	12	-3	i
10	Cc1c(C(=O)Nc2ccc(C(=O)Nc3ccccc3)cc2)cccc1[N+](=O)[O-]	8	-4	0	5	-0.1	-9	-1	-3	1	i
11	COc1ccc2[nH]c(C)c(CCNC(=S)Nc3ccc(C)cc3)c2c1	4	1	0	4	0.5	9	-1	4	-4	i
12	Cc1cccc(-c2cc(C(=O)N3CCCc4ccccc43)c3ccccc3n2)c1	-1	-7	-1	-2	3.5	1	13	-1	-7	i
13	CCOc1ccc(S(=O)(=O)Nc2ccncc2)c(C)c1C	11	-4	-4	-1	-0.1	2	-5	-1	-1	i
14	CS(=O)(=O)c1cccc(S(=O)(=O)N2CCN(c3ccccn3)CC2)c1	10	6	-2	0	-1.1	0	6	-2	2	i
15	COn1c(SCc2cccnc2)nc2ccccc2c1=O	2	6	-5	2	-0.7	12	-6	4	-1	i
16	O=C1CC(c2ccc(F)cc2)Sc2ccccc2N1 (configuration not stated)	-1	1	2	-2	-0.8	-6	10	-3	2	i
17	CC(=O)[C@@]1(O)C(C)CC2C3C=C(C)C4=Cc5c(cnn5-c5ccccc5)C[C@]4(C)C3C(O)C[C@@]21C (some centres not stated)	-8	-6	-5	1	1.7	1	-2	2	-4	i
18	COCCN1C(=O)CCC1(C)C(=O)Nc1ccc2ccccc2c1 (configuration not stated)	10	0	-2	2	-0.8	9	.	-2	6	i
19	CCOC(=O)c1cnc2ccccc2c1NCc1ccco1	4	-3	6	7	7.0	1	-14	-2	2	i
20	CN(Cc1ccc(Cl)cc1)C(C(=O)NC1CCCCC1)c1cc2ccccc2o1 (configuration not stated)	-3	-7	3	1	3.7	4	.	2	-3	i
21	Cc1ccsc1/C=N/n1c(-c2cc(-c3ccccc3)n[nH]2)n[nH]c1=S	-3	5	4	12	9.9	-4	4	15	0	+
22	c1ccc(COc2ccc(Nc3ncnc4nc[nH]c34)cc2)cc1	0	2	-2	5	0.3	-5	-12	1	-1	i
23	O=C(CSc1nnc(-c2cccs2)o1)N1CCCCC1	2	-3	-2	-6	-0.4	9	-7	-2	3	i
24	Nc1[nH]c(C(=O)c2ccccc2)c(-c2ccc(Br)cc2)c1C(=O)NC1CC1	-3	8	.	-1	-0.8	13	.	-5	.	.
25	Cc1ccccc1NC(=O)COC(=O)CCc1nc2ccccc2c(=O)[nH]1	-2	-4	2	2	-1.4	-5	-13	1	-3	i
26	O=C(COC(=O)CC1CC2CCC1C2)NCc1ccccc1 (configuration not stated)	-2	1	-2	0	0.6	11	5	3	1	i
27	CCN1CCN(C(c2cc(OC)ccc2OC)c2nnnn2Cc2ccccc2)CC1 (configuration not stated)	10	4	-1	-1	-4.3	6	0	-6	-3	i
28	CCN(CC)C(=O)c1[nH]cnc1C(=O)NCc1ccc(CNC(=O)OC(C)(C)C)cc1	23	7	-2	4	-1.4	-1	-2	-2	14	i
29	CCCc1cc(=O)oc2c(C)c(OCC(=O)NCCCn3ccnc3)ccc12	-5	-1	-2	5	-0.3	-15	1	-8	3	i
30	COC(=O)c1ccc(-c2ccc(OC)c([C@H]3[C@H]4C=CC[C@@H](C)[C@@H]4C(=O)N3Cc3ccccc3)c2)cc1	-7	-15	5	1	6.8	15	1	11	-2	i

# 9 structures from above, sorted by number of heavy atoms, lowest first:
No.	canonical_smiles	NRP1-CendR mod	MT1-MMP act inh	STEP block	SUMO1 PPI mod	LMPTP block	SKN-1 block	Scp-1 inhibitor	NadD block	DNMT1 inh	Rpn11 inh
23	O=C(CSc1nnc(-c2cccs2)o1)N1CCCCC1	2	-3	-2	-6	-0.4	9	-7	-2	3	i
26	O=C(COC(=O)CC1CC2CCC1C2)NCc1ccccc1 (configuration not stated)	-2	1	-2	0	0.6	11	5	3	1	i
18	COCCN1C(=O)CCC1(C)C(=O)Nc1ccc2ccccc2c1 (configuration not stated)	10	0	-2	2	-0.8	9	.	-2	6	i
21	Cc1ccsc1/C=N/n1c(-c2cc(-c3ccccc3)n[nH]2)n[nH]c1=S	-3	5	4	12	9.9	-4	4	15	0	+
24	Nc1[nH]c(C(=O)c2ccccc2)c(-c2ccc(Br)cc2)c1C(=O)NC1CC1	-3	8	.	-1	-0.8	13	.	-5	.	.
29	CCCc1cc(=O)oc2c(C)c(OCC(=O)NCCCn3ccnc3)ccc12	-5	-1	-2	5	-0.3	-15	1	-8	3	i
20	CN(Cc1ccc(Cl)cc1)C(C(=O)NC1CCCCC1)c1cc2ccccc2o1 (configuration not stated)	-3	-7	3	1	3.7	4	.	2	-3	i
27	CCN1CCN(C(c2cc(OC)ccc2OC)c2nnnn2Cc2ccccc2)CC1 (configuration not stated)	10	4	-1	-1	-4.3	6	0	-6	-3	i
30	COC(=O)c1ccc(-c2ccc(OC)c([C@H]3[C@H]4C=CC[C@@H](C)[C@@H]4C(=O)N3Cc3ccccc3)c2)cc1	-7	-15	5	1	6.8	15	1	11	-2	i

# Later entries
No.	canonical_smiles	NRP1-CendR mod	MT1-MMP act inh	STEP block	SUMO1 PPI mod	LMPTP block	SKN-1 block	Scp-1 inhibitor	NadD block	DNMT1 inh	Rpn11 inh
31	Cc1cccc(N2CCN(C(=O)C3(S(=O)(=O)c4ccc(Cl)cc4)CC3)CC2)c1C	-3	4	-2	1	0.5	-1	-5	-7	-1	i
32	COc1ccccc1NC(=O)/C(=N/OCc1ccc(C#N)cc1)C(C)=O	-1	0	-5	1	1.0	-3	-8	4	-4	i
33	COc1ccc(C)cc1NC(=O)c1ccc(CN2CCc3ccccc3C2)cc1	-8	-3	0	1	-2.1	-17	-2	-1	-2	i
34	Cc1ccc(Cl)cc1N1CCN(S(=O)(=O)N2CCCCC2)CC1	-7	-7	3	4	3.6	7	-7	-1	8	i
35	CSc1nsc(SC)c1C(N)=O	4	-2	-1	3	-0.1	-10	3	-1	-1	i
36	CCCOc1ccc(C(=O)NCC2OCCc3ccccc32)cc1OC (configuration not stated)	-4	0	-1	-2	3.0	-6	-5	2	0	i
37	N#C/C(=C\c1ccc(O)c(O)c1)C(=O)NCCCc1ccccc1	-71	-15	0	-16	0.1	-26	-6	-3	8	i
38	CCN(CC)c1ccc(/C=C2\CCC(/C=N/NC(=O)c3ccc(=O)n(C)c3)=C2N2CCOCC2)cc1	-4	-28	-11	-15	1.9	23	-5	4	0	.
39	CC(=O)Nc1ccc(/C=N/Nc2nncc3ccccc23)cc1	9	7	-1	-28	1.6	-1	-9	-10	0	i
40	CCN(c1ccccc1)S(=O)(=O)c1nnc(NC(=O)c2ccccc2OC)s1	-10	5	0	5	2.5	14	-22	-10	-6	i
41	O=C(NCCOC(=O)c1ccc(C(=O)OCCNC(=O)c2ccccc2)o1)c1ccccc1	-5	3	-6	4	-0.3	-1	1	5	1	i
42	O=S(=O)(c1cccc2cccnc12)N1CCc2ccccc21	6	2	-4	2	1.0	-3	3	0	-1	i
43	O=C(C1CCC1)N1CCN(c2ccc(C(F)(F)F)cc2[N+](=O)[O-])CC1	4	6	1	-28	-0.6	4	-15	-5	0	i
44	CN(C)c1cc(=O)n2c(n1)SCCC2	4	4	-4	3	0.3	-2	-5	0	-6	i
45	Cn1c(SCC(=O)Nc2ccccc2F)nnc1-c1cc2ccccc2o1	-4	9	-2	26	-0.3	-17	-2	3	2	i
46	CC(CCc1ccccc1)NC(=O)C1CCN(c2nnc(-n3cccc3)s2)CC1 (configuration not stated)	-7	-1	0	2	0.7	8	-7	4	-3	i
47	COc1ccc(CN2CCc3ccc(NC(=O)c4ccncc4)cc3C2)c(F)c1	8	1	-1	-2	-0.2	9	-4	0	-3	i
48	CC12CCC(=O)N1C(C(=O)Nc1nc(-c3ccc(F)cc3)cs1)CS2 (configuration not stated)	-7	1	1	-1	-1.2	3	-5	-3	-1	i
49	COc1ccccc1NC(=O)C1CCCN(c2cc(C)nc3ncnn23)C1 (configuration not stated)	1	5	-4	-1	-1.0	4	-2	0	1	i
